# Screening results (PubChem BioAssay)
# M. tuberculosis HTS = M. tuberculosis growth inhibition, HTS (AID 449762); M. tuberculosis H37Rv growth inhibition, 7H9 media; higher % means a stronger effect; inhibition, % at 25 µM, or IC50 in µM where a hit was titrated; 330,000 tested, 0.59% active; in the data active means a potency from the dose series; inconclusive means inhibition above about 70% without an active follow-up result;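 further: bacterial growth assessed after seven days of incubation; strong numbers were not always called active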
# M. tuberculosis = growth inhibition of non-replicating M. tuberculosis (AID 488890); Mycobacterium tuberculosis non-replicating, growth inhibition; higher % means a stronger effect; inhibition, % at 25 µM; hits with a dose series show IC50 in µM; 320,000 tested, 0.39% active; in the data active means a potency from the dose series; inconclusive means inhibition mostly from about 82% at the one dose, without a potency; inactive means the rest, 99 in 100 with inhibition below about 76%;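 further: plate controls were DMSO cells for no effect and high antibiotic wells for full effect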
# VEEV TC-83 Vero = inhibitors of VEEV TC-83 cytopathic effect, confirmation, Vero cells (AID 588727) | inhibition, % at 20 µM, or IC50 in µM where a hit was titrated | 350,000 tested, 0.13% active | Vero cells, VEEV TC-83 cytopathic effect inhibition; higher % means a stronger effect; in the data active means a potency from the dose series; inconclusive means inhibition mostly from about 14% at the one dose, without a potency; inactive means the rest, 99 in 100 with inhibition below about 12%; further: strong numbers were not always called active
# H1N1 NS1A inhibition = H1N1 influenza NS1A inhibitors, functional cell based assay (AID 504329); NS1A functional cell-based assay, percent inhibition; higher % means a stronger effect; inhibition, % at 12.5 µM; hits with a dose series show IC50 in µM; 340,000 tested, 0.3% active; in the data active means a potency from the dose series; inconclusive means inhibition above about 27% without an active follow-up result; further: strong numbers were not always called active
# Salmonella PhoP GFP = PhoP regulon inhibitors, Salmonella typhi PhoP promoter GFP reporter, confirmatory (AID 1850); Salmonella Typhi PhoP-promoter GFP reporter, fluorescence, 4 h; higher % means a stronger effect; inhibition, % at 50 µM, or IC50 in µM where a hit was titrated; 310,000 tested, 0.33% active; in the data active means a potency from the dose series; inconclusive means inhibition mostly from about 25% at the one dose, without a potency; inactive means the rest, 99 in 100 with inhibition below about 19%;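 further: 0% = induced wells with vehicle and 100% = uninduced wells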
# * = called active by the depositor; i = inactive; ? = inconclusive; · = not tested or not shown; & = joins results of further samples.
# Results follow in this order: M. tuberculosis HTS | M. tuberculosis | VEEV TC-83 Vero | H1N1 NS1A inhibition | Salmonella PhoP GFP
- CC(=O)Oc1ccc2oc(-c3ccccc3)c(C(N)=O)c2c1
→ -2% | -26% | · | · | 7%
- CCN(C(=O)CSc1nc2cc(S(=O)(=O)N(CC)CC)ccc2n1CC)C1CCS(=O)(=O)C1 (stereo unspecified)
→ -2% | 4% | 7.0% | -6% | 0%
- CCc1ccc(NC(=O)CS(=O)CC(=O)Nc2ccc(-n3cnnn3)c(C)c2)cc1 (stereo unspecified)
→ 9% | 4% | 2.1% | 6% | 7%
- O=C(OCCN(C1=NS(=O)(=O)c2ccccc21)c1ccc(Cl)cc1)c1ccco1
→ -1% | 12% | i | 4% | -1%
- CC(Oc1ccc(C(=O)c2ccccc2)cc1)C(=O)Nc1ccc(S(N)(=O)=O)cc1 (stereo unspecified)
→ 0% | 27% | 2.3% | -12% | -2%
- COCCCn1c(-c2ccccc2Cl)n[nH]c1=S
→ 3% | 15% | i | 1% | -3%
- COc1ccc(N(C)C(=O)CN(C)S(=O)(=O)c2ccc3c(c2)c(=O)n(C)c(=O)n3C)c(OC)c1
→ 8% | 11% | 2.9% | -2% | 5%
- CCCCCn1c(CN2CCN(Cc3ccccc3)CC2)nc2c1c(=O)[nH]c(=O)n2C
→ -2% | -6% | 0.9% | -8% | -6%
- COc1cccc(C2C(C(N)=O)=C(C)Nc3nc(CCCO)nn32)c1 (stereo unspecified)
→ 3% | -4% | 0.3% | -9% | -5%
- CCS(=O)(=O)N1CCC(C(=O)Nc2ccc(C(C)=O)cc2)CC1
→ -8% | -20% | 0.4% | -3% | 4%
- O=C(CC1CC2CCC1C2)NCCc1ccc(Cl)cc1 (stereo unspecified)
→ -6% | 48% | 1.6% | 8% | -1%
- CCN(CC)c1ccc(/C=N/NC(=O)c2ccc([N+](=O)[O-])cc2)cc1
→ 10% | -1% | 5.3% | -4% | -8%
- Cc1nn(Cc2ccccc2Cl)c(Cl)c1C(=O)O
→ 7% | -4% | i | 5% | 16%
- Cc1cc2ncc(-c3ccccc3)nc2cc1C
→ 0% | 15% | 3.0% | -2% | -10%
- O=C(c1cnc2n(c1=O)CCS2)N1CCN(c2ccc(Cl)c(Cl)c2)CC1
→ ? | -32% | 5.4% | 2% | -17%
- Cc1ccccc1NC(=O)OCc1cccnc1Oc1ccc(Cl)cc1
→ 68% | 37% | 6.3% | 0% | -9%
- COc1cc(OC)cc(-c2sc3ccc(OC)cc3c2-c2ccc3cc[nH]c3c2)c1
→ 9% | 15% | 5.0% | -3% | ·
- Cc1ccccc1OCC(=O)N/N=C/c1ccccn1
→ -5% | ? | 0.2% | -7% | -3%
- O=[N+]([O-])/C=C1\C=CC=CN1Cc1ccc(Cl)cc1
→ 0% | 6% | 0.7% | -1% | -17%
- COc1ccc(OC)c(C2CC(=O)N3CN(c4ccc(C)c(Cl)c4)CSC3=C2C#N)c1 (stereo unspecified)
→ -7% | 36% | 1.8% | 0% | 9%
- COc1ccc(Br)cc1CN1CCN(C(=O)c2cccc(OC)c2OC)CC1
→ -3% | 21% | i | -3% | 3%
- CCCCOc1ccc(-c2nnc(-c3ccco3)o2)cc1
→ 11% | 57% | i | -1% | -7%
- CC[C@H](C)[C@H](NS(=O)(=O)c1ccc(C)cc1)C(=O)N1CCC(C(=O)N[C@@H](C)C(=O)O)CC1
→ -7% | 7% | 1.0% | 4% | -3%
- Cc1ccc(-n2c(=O)[nH]cc(C(=O)Nc3ccc4c(c3)OCO4)c2=O)cc1C
→ -4% | · | 2.9% | 3% | -8%
- COc1ccc(S(=O)(=O)N2CCN(CC(=O)NC(Cc3ccccc3)C(C)=O)CC2)cc1 (stereo unspecified)
→ -6% | 5% | 1.7% | -2% | ·
- CCCC(=O)Nc1ccc(N2CCN(S(C)(=O)=O)CC2)cc1
→ -6% | -9% | 0.5% | -8% | 2%
- CCCN(CCC)CCCNS(=O)(=O)c1cc(Br)cc2c1N(C(C)=O)CC2
→ -9% | -6% | 1.9% | 2% | -1%
- O=S(=O)(c1ccc(-c2ccccc2)cc1)N1CCCC1
→ -4% | 24% | 0.7% | -1% | 1%
- COc1cccc(-c2c3c([nH]c(=O)c2C#N)CCc2cc(OC)ccc2-3)c1
→ 6% | -6% | · | · | -5%
- CCC1(C)Cc2c(sc3c2c2ncnn2c2nnc(SCC(=O)NCc4ccco4)n32)CO1 (stereo unspecified)
→ -1% | 10% | 2.6% | -5% | 14%
- CSc1nc(N2CCN(c3ccccc3Cl)CC2)c2ccccc2n1
→ 7% | 54% | 0.3% | 0% | 9%
- CCOC(=O)c1nnn(CC(=O)Nc2cc(Cl)ccc2C)c1C(=O)OCC
→ -1% | 6% | 4.0% | 5% | 2%
- CCC(=O)N/C=C/n1cnc2cc(C(F)(F)F)ccc21
→ -6% | -4% | 1.2% | -3% | 1%
- O=C(O)c1ccccc1C(=O)NCC(O)c1ccccc1 (stereo unspecified)
→ -7% | -1% | 1.0% | -21% | -3%
- COc1ccc(NC2=C(NCCO)C(=O)c3ccccc3C2=O)cc1
→ -3% | -7% | 9.9% | 23% | 11%
- C=CCn1c(O)c(C(CC)=Nc2ccc(C(=O)O)cc2)c(=O)[nH]c1=O
→ 3% | -1% | 0.7% | -15% | 9%
- COc1cccc(Nc2nc(N)c([N+](=O)[O-])c(NCc3ccccc3)n2)c1
→ 11% | 27% | 12% | 11% | 10%
- COc1ccc(S(=O)(=O)N2CCN(c3cnccn3)CC2)cc1OC
→ 0% | -1% | 11% | 4% | ·
- Cc1[nH]n(-c2ccc([N+](=O)[O-])cc2)c(=O)c1C=NCCN1CCN(C(=O)C(C)C)CC1
→ 6% | 1% | i | 4% | -2%
- O=S(=O)(Cc1ccccc1)N1CCn2c(nc3ccccc32)C1
→ -7% | -6% | 1.3% | 0% | 4%
- COc1ccc(Cl)cc1NC(=S)NCCc1ccc(F)cc1
→ 5% | ? | 5.1% | -1% | -10%
- CCn1c(O)c(N=NC(=O)CNC(=O)c2ccccc2F)c2ccccc21
→ 8% | 1% | 2.3% | 10% | 3%
- C=CCc1ccccc1OCC(O)CN1CCN(Cc2ccc3c(c2)OCO3)CC1 (stereo unspecified)
→ -1%&-8% | 14%&5% | 1.0% | 7%&-3% | -7%&0%
- CCOc1ccc(S(=O)(=O)N(C)c2ccc(OCC(=O)Nc3nc(-c4cc(OC)ccc4OC)cs3)cc2)cc1
→ 6% | 19% | 0.3% | -22% | -2%
- COCC(=O)Nc1nnc(SCC(=O)NCc2cccs2)s1
→ -2% | -3% | 6.0% | -7% | 3%
- CCNC(=S)N1CCN(C(c2ccccc2)c2ccccc2)CC1
→ 4% | 7% | i | -6% | 8%
- O=[N+]([O-])c1ccc(Cc2ccc([N+](=O)[O-])cc2)cc1
→ · | · | 1.0% | 4% | ·
- CCOC(=O)CSc1n[nH]c(NC(=O)NC(C)C)n1
→ 3% | 11% | i | -2% | -3%
- O=c1nc(/C=C/c2ccccc2C(F)(F)F)cc(C(F)(F)F)[nH]1
→ 9% | 70% | 2.6% | -5% | -10%
- Cc1c(NC(=S)N2CCN(c3cccc(Cl)c3)CC2)c(=O)n(-c2ccccc2)n1C
→ -8% | 0% | 2.2% | -2% | 11%
- COc1ccc(S(=O)(=O)N2CCCCCC2)cc1C(=O)OCC(=O)NCC(C)C
→ -1% | 3% | 0.8% | 0% | 7%
- C[C@H](CO)N1C[C@H](C)[C@@H](CN(C)Cc2ccncc2)Oc2c(cccc2N(C)C)C1=O
→ 2% | -4% | 3.4% | 6% | ·
- CNC(=S)NNC(=O)Cc1ccc(O)cc1
→ 5% | -19% | i | 2% | -5%
- COc1cccc(C2(O)CC(C(F)(F)F)=NN2C(=O)c2ccccn2)c1 (stereo unspecified)
→ 3% | 3% | 0.4% | -3% | 8%
- COc1ccc(Nc2nc(C(=O)N(CCO)Cc3ccccc3)cs2)cc1
→ 3% | 2% | 6.9% | 9% | -5%
- O=C(CCN1C(=O)c2ccccc2C1=O)N1CCN(Cc2ccc(Cl)cc2Cl)CC1
→ 0% | 0% | 2.7% | -7% | -58%
- COc1cc2c(cc1OC)-c1c(OC)c(OC)cc3c1[C@H](C2)[N+](C)(C)CC3
→ 1% | 17% | 0.8% | 2% | 11%
- O=C(CN1C(=O)COc2ccccc21)NCCN1CCc2ccccc2C1
→ 2% | 7% | i | 4% | -1%
- CC1=C2C(=O)OC(c3ccoc3)C2(C)CCC1 (stereo unspecified)
→ -1% | 7% | 7.6% | 0% | 2%
- C/C(N)=C(/C#N)C(=O)CN1C(=O)NC(Cc2c[nH]c3ccccc23)C1=O (stereo unspecified)
→ -8% | -19% | 2.0% | -20% | 3%

# Looked up above.
# Value for C[C@H](CO)N1C[C@H](C)[C@@H](CN(C)Cc2ccncc2)Oc2c(cccc2N(C)C)C1=O under M. tuberculosis HTS: 2%
# Value for CCOC(=O)c1nnn(CC(=O)Nc2cc(Cl)ccc2C)c1C(=O)OCC under H1N1 NS1A inhibition: 5%
# Value for O=C(CN1C(=O)COc2ccccc21)NCCN1CCc2ccccc2C1 under H1N1 NS1A inhibition: 4%
# Value for COc1cccc(Nc2nc(N)c([N+](=O)[O-])c(NCc3ccccc3)n2)c1 under M. tuberculosis: 27%
# Value for COc1ccc(Nc2nc(C(=O)N(CCO)Cc3ccccc3)cs2)cc1 under M. tuberculosis: 2%

# Remaining list, next part:
structure	M. tuberculosis HTS	M. tuberculosis	VEEV TC-83 Vero	H1N1 NS1A inhibition	Salmonella PhoP GFP
O=C(NCCCn1ccnc1)c1cn(-c2ccccc2)nc1-c1ccc(F)cc1	9%	19%	i	6%	0%
O=C(C1CCN(CC2CC=CCC2)CC1)N(CCc1ccccc1)Cc1ccccc1 (stereo unspecified)	-4%	40%	i	3%	7%
COc1ccc(S(=O)(=O)N2CCCOC2CNC(=O)C(=O)NCCCn2ccnc2)cc1 (stereo unspecified)	-3%	-8%	0.5%	-6%	-1%
CC(C)(C)Nc1scc(-c2ccccc2)[n+]1-c1ccccc1	0%	-4%	1.0%	12%	22%
O=C(NCCc1ccc(Cl)cc1)C1CCN(C(=O)c2sccc2-n2cccc2)CC1	-3%	18%	4.4%	9%	-5%
COc1ccc(NC(=O)c2cn(CCC#N)nc2-c2ccc([N+](=O)[O-])cc2)cc1	3%	-2%	1.5%	-2%	6%
CCOC(=O)N1CCN(C(=O)C2CC(=O)N(c3ccc(C)cc3)C2)CC1 (stereo unspecified)	8%	-13%	i	-3%	15%
CN(C)CCCNC(=O)c1cc(C(=O)Cc2ccccc2)c[nH]1	0%	12%	1.4%	6%	6%
C/C(=C(/NC(=O)c1ccccc1)C(=O)O)c1ccco1	3%	-37%	2.8%	-4%	6%
O=C(Cn1nc(Cc2cccnc2)c2ccccc2c1=O)Nc1ccc2c(c1)OCO2	-2%	5%	i	-1%	-1%
COc1ccc(S(=O)(=O)Nc2ccccc2-c2nc3ccccc3[nH]c2=O)cc1	-6%	2%	1.3%	2%	10%
CC1CN(C(=O)CCC(=O)N2CCN(c3cccc(C(F)(F)F)c3)CC2)c2ccccc2O1 (stereo unspecified)	9%	42%	0.3%	2%	8%
O=S1(=O)CCC(NC(=S)Nc2ccccc2)C1 (stereo unspecified)	0%	-10%	1.4%	·	-3%
Cc1cccc(C)c1NC(=O)C1(C)c2cccc[n+]2CC(=O)N1Cc1cccs1 (stereo unspecified)	6%	57%	i	7%	-9%
O=C(CSc1nc(C(F)(F)F)cc(=O)[nH]1)NCc1ccc2c(c1)OCO2	-6%	-5%	2.0%	-8%	7%
CCCNC(=S)NNC(=O)c1cc(C2CC2)nc2ccccc12	10%	13%	3.0%	6%	11%
O=c1[nH]c2cc([N+](=O)[O-])ccc2c2ccccc12	·	·	i	1%	·
CCOc1ccc(-c2ncncc2-c2ccc(OC)cc2)c(O)c1	10%	8%	6.6%	4%	6%
O=C1CN(C(=O)c2ccccc2[N+](=O)[O-])C(c2ccccc2)c2cc(Br)ccc2N1 (stereo unspecified)	47%	38%	3.0%	-1%	0%
Cn1cc(CNCc2ccc(-n3cccn3)cc2)c(-c2ccccc2F)n1	-10%	16%	i	-6%	2%
Cc1ccc(CCNC(=O)C2CC(c3ccccc3[N+](=O)[O-])=NO2)cc1 (stereo unspecified)	7%	21%	0.7%	6%	-18%

# Single records (already shown).
# O=C(NCCCn1ccnc1)c1cn(-c2ccccc2)nc1-c1ccc(F)cc1 as listed: M. tuberculosis HTS = 9%; M. tuberculosis = 19%; VEEV TC-83 Vero = i; H1N1 NS1A inhibition = 6%; Salmonella PhoP GFP = 0%
# CCCNC(=S)NNC(=O)c1cc(C2CC2)nc2ccccc12 as listed: M. tuberculosis HTS = 10%; M. tuberculosis = 13%; VEEV TC-83 Vero = 3.0%; H1N1 NS1A inhibition = 6%; Salmonella PhoP GFP = 11%
